Assay outcomes (PubChem BioAssay)
tim10-1 inh: growth inhibitors of tim10-1 mutant yeast, primary screen, luminescence, uHTS | S. cerevisiae tim10-1 ts strain growth, BacTiter-Glo, 24 h | inhibition, % at 20 µM | 2.2% of 330,000 active | AID 463190, 2010;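 active means inhibition of at least 40%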;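 further: mutant grown at 25 °C; 0% = DMSO wells with yeast and 100% = wells holding no yeast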
APJ ag: agonists of human apelin receptor APJ, primary screen, CHO-K1 cells, PathHunter beta-arrestin, luminescence; activation, % at 20 µM; P35414; 0.11% of 330,000 active; 0% DMSO wells, 100% apelin;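 active means activation more than six SD over the plate average, tested at 20 µM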;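 further: 0% = DMSO alone and 100% = apelin-13 at 10 nM; some results filed as inactive read as strong as hits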
Target sequence (P35414 whole entry, looked up): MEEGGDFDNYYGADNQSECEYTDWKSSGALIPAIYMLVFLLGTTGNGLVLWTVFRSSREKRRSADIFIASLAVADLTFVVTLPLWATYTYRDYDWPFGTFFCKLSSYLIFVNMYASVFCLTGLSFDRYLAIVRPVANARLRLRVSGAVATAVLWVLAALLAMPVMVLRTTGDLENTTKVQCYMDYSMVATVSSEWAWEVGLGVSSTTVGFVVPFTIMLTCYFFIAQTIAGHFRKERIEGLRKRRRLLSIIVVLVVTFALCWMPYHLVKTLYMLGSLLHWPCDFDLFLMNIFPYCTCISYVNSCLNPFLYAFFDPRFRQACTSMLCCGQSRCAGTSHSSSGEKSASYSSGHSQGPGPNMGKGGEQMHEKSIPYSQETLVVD
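Incubation: overnight seeding, 90 min compound at 25 °C, 1 h detection; test system: PathHunter CHO-K1 APJ (AGTRL-1) beta-arrestin reporter cells; amount: 1000 cells/well; doses: one dose, 20 µM compound, 1% DMSO; measured by: beta-gal luminescence; measure: agonist-driven arrestin binding to APJ; benchmarks: negative DMSO alone, positive Apelin-13 at 10 nM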
TIM10 inh: growth inhibitors of isogenic TIM10 control yeast, primary screen, counter-screen for tim10-1 yeast inhibitor project, luminescence, uHTS | inhibition, % at 10 µM | S. cerevisiae TIM10 strain growth, BacTiter-Glo luminescence, 24 h | AID 463195, 2010 | 1.4% of 330,000 active;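 active means inhibition of 40% or more at the single tested concentration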;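 further: wild-type TIM10 isogenic control strain grown at permissive 25 °C; 0% = DMSO yeast wells and 100% = minimal medium wells without yeast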
APJ antag: antagonists of human apelin receptor APJ, primary screen, CHO-K1 cells, beta-arrestin complementation, luminescence. P35414. inhibition, % at 20 µM. 0.32% of 330,000 active. AID 2521, 2010;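 active means inhibition above about 40% at 20 µM, limit read from the data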;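 further: cells challenged with 10 nM apelin-13 agonist together with compound; plate controls were apelin-13 plus DMSO wells for no effect and DMSO wells lacking apelin-13 for full effect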
tim23-1 inh: growth inhibitors of tim23-1 mutant yeast, primary screen, luminescence, uHTS. S. cerevisiae tim23-1 growth, BacTiter-Glo luminescence, 24 h. inhibition, % at 20 µM. 1.3% of 330,000 active;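 active means growth inhibition of the mutant yeast at or above 50%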;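 further: temperature-sensitive mutant grown at 25 °C; plate controls were DMSO-treated mutant yeast for no effect and medium wells lacking yeast for full effect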
GRIN3A LBD mod: binders of NR3A ligand-binding domain, primary screen, biophysical, differential scanning fluorimetry, uHTS; Tm shift relative to glycine control, % at 25 µM; AID 1259313, 2017; 2.5% of 340,000 active; NR3A LBD differential scanning fluorimetry, Tm shift; 0% = protein alone, 100% = glycine-bound protein;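 active means melting temperature shift of at least 10% of the positive control shift, at one fixed dose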
NALP3 yeast inh: NALP3 inflammasome inhibitors in reconstituted yeast, primary screen, luminescence, uHTS; 0.39% of 330,000 active; Yeast reconstituted NLRP3/ASC/caspase-1, beta-gal luminescence, 24 h; AID 2825, 2010; inhibition, % at 10 µM;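 active means inhibition of 50% or more; inactive means inhibition below 50%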;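 further: plate controls were induced DMSO wells for no effect and uninduced yeast grown without galactose for full effect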
MIN6 prolif: inducers of MIN6 beta-cell proliferation, primary screen, ATP luminescence, uHTS; MIN6 cells proliferation, ATPlite luminescence, 48 h; cells starved in 0.2% serum; 100% = growth in 10% serum; proliferation, % at 10 µM; 0.29% of 330,000 active; AID 2380, 2010;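 active means compounds whose signal lies at least 3.5 SD above the mean of all wells on their plate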;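 further: 0% = DMSO-treated cells in low-serum medium and 100% = 10% serum control; some compounds called inactive have numbers as strong as hits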
MPTP inh: mitochondrial permeability transition pore inhibitors, primary screen, biochemical, isolated mouse mitochondria, absorbance. Ca2+ swelling absorbance, 30 min. inhibition, % at 10 µM. 1.4% of 360,000 active;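 active means inhibition of 50% or more, scaled per plate between neutral and stimulator controls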;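 further: 0% = DMSO wells given calcium and 100% = 1 mM EGTA wells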
The depositor's hits bear a star; . = no result given. This is a random part of the collection; 7.2% or so of the library scored in one or more.

entry	SMILES	tim10-1 inh	APJ ag	TIM10 inh	APJ antag	tim23-1 inh	GRIN3A LBD mod	NALP3 yeast inh	MIN6 prolif	MPTP inh
1	COc1ccc(OCC(O)CNC(=O)c2ccc(Br)cc2)cc1 (stereo not drawn)	0	-2	-3	-13	-8	-28	23	4	2.4
2	COc1ccc(NC(=O)CC(NCc2ccccn2)C(=O)O)cc1 (stereo not drawn)	1	-3	12	-5	8	3	14	-2	0.2
3	CCC(C(=O)NCc1ccccc1OC)n1nc(C)n2c(cc3occc32)c1=O (stereo not drawn)	18	5	2	7	12	-3	1	0	0.3
4	O=C(O)CCC(=O)Nc1ccc(-c2nnc(-c3ccco3)o2)cc1	-8	-3	-25	22	-2	2	18	-2	-1.8
5	Cc1ccc2c(c1)C1CN(C)CCC1N2S(=O)(=O)c1ccc(C(C)C)cc1 (stereo not drawn)	22	-5	13	6	17	-1	12	-7	1.9
6	Cc1ccccc1C(=O)Nc1nnc(SC(C)C)s1	-1	-2	22	-3	36	3	51*	1	-2.7
7	Cc1cc(NC(=O)C2CC(=O)N(c3cccc(C)c3C)C2)no1 (stereo not drawn)	-11	-1	-19	3	3	0	7	-2	0.7
8	CCN1CCN(C(c2cccs2)C(C)NC(=O)c2cccc(OC)c2)CC1 (stereo not drawn)	-12	-3	0	6	-11	-2	-3	-1	-0.3
9	CSc1ccc(/C=C/C(=O)N2CCN(c3ccccn3)CC2)cc1	14	-1	-5	3	5	2	32	-5	-1.8
10	CCCCNC(=O)CS(=O)Cc1nc(-c2ccc(C)cc2)oc1C (stereo not drawn)	28	1	-2	0	17	0	-11	-3	1.8
11	CCC(C(=O)NC1CCCCC1)N(Cc1cccs1)C(=O)c1snc(C(N)=O)c1N (stereo not drawn)	32	0	11	7	26	0	15	-2	-1.2
12	COC(=O)c1[nH]c2cccc(OC)c2c1NC(=O)CN1CCC(C(N)=O)(N2CCCCC2)CC1	-8	0	-18	5	-3	-9	-8	-2	-0.5
13	C#CCOCCOCCOCCNc1nc(N2CCN(C(=O)[C@H](C(C)C)n3cc(CCO)nn3)CC2)nc(N2CCN(C(=O)[C@H]([C@@H](C)CC)n3cc(CCCCN)nn3)CC2)n1	5	0	4	11	4	0	18	-2	-1.2
14	COc1ccc(CN2CCC(n3nccc3NC(=O)C3CC3)CC2)c(OC)c1OC	12	-6	-12	1	7	-2	24	4	-1.8
15	Cc1ccc(C(=O)Nc2cccc(C(F)(F)F)c2)cc1NC(=O)c1c[nH]c2cc(C(F)(F)F)ccc2c1=O	-8	-1	-6	11	0	-3	3	3	9.6
16	Cc1[nH]n2c(=O)cc(-c3ccc([N+](=O)[O-])cc3)nc2c1-c1ccccc1	16	-3	13	17	18	14*	9	-3	3.6
17	CCCCC1(C(=O)OC)NC(c2ccc(O)cc2)C2C(=O)N(c3ccccc3)C(=O)C21 (stereo not drawn)	-7	-3	-8	4	12	1	13	-2	5.0
18	O=C(N/N=C/c1ccc(-c2ccccc2[N+](=O)[O-])o1)c1cccnc1	14	3	11	-16	42	1	-1	-2	1.6
19	O=S(=O)(c1ccc2ccccc2c1)N1CCN(C(=S)Nc2ccccc2F)CC1	18	0	28	-18	36	-4	10	-4	2.4
20	CCOCCCNC(=O)C(NC(=O)CNC(C)=O)c1ccc(C)cc1 (stereo not drawn)	4	0	7	14	15	1	-11	-1	-1.4
21	COc1ccccc1/C=C/C=N/NC(=O)CCC1C(=O)NN=C1C (stereo not drawn)	13	-1	10	11	16	0	7	-3	0.6
22	Cc1cc(=O)c(C(=O)O)nn1-c1cccc(C(F)(F)F)c1	4	-4	-8	0	-5	1	8	1	-2.2
23	CC(C)[C@H](NS(=O)(=O)c1ccc2c(c1)OCCO2)C(=O)OCC(=O)Nc1cccc(Cl)c1Cl	7	-2	1	0	17	-14	11	-4	4.3
24	O=C(C1=C(O)C(=O)N(Cc2ccco2)C1c1ccccc1F)c1cccs1 (stereo not drawn)	4	-3	-19	7	6	-1	1	-1	12
25	CSc1ccccc1N=CC1=C(O)CC(C)(C)CC1=O	39	-2	-1	-18	44	-2	-3	1	0.2
26	COc1cccc(NC(=O)NC2CCN(Cc3nnnn3Cc3ccc(F)cc3)CC2)c1	10	-2	1	0	1	1	18	-3	3.7
27	CC(=O)N1CCN(c2ccc([N+](=O)[O-])c(NCc3cccnc3)c2)CC1	28	-3	9	25	-2	-3	8	-2	-4.1
28	CCCC(NC(=O)c1ccco1)c1nc2ccccc2[nH]1 (stereo not drawn)	14	-2	-10	-30	-2	3	-6	0	27
29	OCCN(CCO)CC(O)CN(c1ccccc1)c1ccccc1 (stereo not drawn)	-7	-2	-2	14	-4	0	13	0	0.4
30	COC(=O)c1nnn(-c2nonc2N)c1CSc1ccccn1	10	2	8	2	6	-1	21	0	0.0
31	CC(=O)N1CCCc2ccc(NS(=O)(=O)c3ccccc3)cc21	8	-2	10	-7	-14	-3	5	-2	0.6
32	O=C(Nc1ccccc1)Nc1ccc(Oc2ncnc3cc(Cl)ccc23)nc1	-10	-1	-8	-9	-15	-5	1	1	.
33	O=C(c1ccccc1)C1CCN(CC(=O)N2CCN(c3ccccc3)CC2)CC1	10	-3	1	-7	8	0	16	-1	-2.5
34	O=C(c1coc2ccccc2c1=O)N1CCN(c2cccc(C(F)(F)F)c2)CC1	-3	3	14	2	39	-1	18	-3	-0.2
35	CCc1ccc(NC(=O)CCc2c(C)nn(-c3ccc(N4CCOCC4)nn3)c2C)cc1	-4	2	0	16	12	1	12	-3	1.1
36	CCN(Cc1ccncc1)C(=O)c1cc(COc2c(F)cccc2F)on1	6	-4	1	3	-5	32*	20	1	0.9
37	CCOC(=O)CNC(=S)N(Cc1ccccc1)Cc1cccnc1	25	0	-20	-4	13	-1	15	0	0.5
38	CCCN(CCC)S(=O)(=O)c1ccc(C(=O)NNC(=O)c2cc(OC)c(OC)c(OC)c2)cc1	0	1	-1	7	-3	-2	-4	-1	-1.1
39	Cc1ccc(NC(=O)c2sc(N)nc2C)cc1	21	-2	2	-24	9	2	5	-3	4.3
40	COc1ccc(NC(=O)CSc2nnc(N)n2CC(=O)Nc2ccc(OC)cc2)cc1	15	-1	-5	5	9	-3	15	0	-0.4
41	Nc1cc(C(=O)OCC(=O)NNC(=O)c2ccccc2F)ccc1Cl	-40	-1	-3	14	-16	-1	10	2	-0.7
42	Cc1ccc(NC(=O)c2cc(C)n(-c3ccccc3)c2C)cc1	34	-1	50*	5	52*	1	24	0	0.5
43	CNC(=S)N/N=C(\C)c1cccc(C(F)(F)F)c1	17	-1	17	1	27	4	3	-2	-1.7
44	COc1ccc(NC(=O)c2ccccc2[N+](=O)[O-])cc1	15	-1	-20	-1	1	-3	9	0	-0.2
45	C=C(C)COc1ccc(-c2[nH]ncc2-c2ccccc2OC)c(O)c1	39	-4	11	-3	25	-12	8	-4	3.5
46	C=C(C)CSc1nc2ccccc2c(=O)n1-c1c(C)n(C)n(-c2ccccc2)c1=O	24	-6	-26	12	31	-1	-8	2	-2.7
47	CCc1nnc(NC(=O)CN2CCN(c3cccc(OC)c3)CC2)s1	5	-4	-2	14	-3	0	12	-3	-1.7
48	NC(=O)c1ccc(C(F)(F)F)n(Cc2ccccc2Cl)c1=O	21	0	1	-4	7	1	-10	-2	10
49	Cc1cc(OCC(=O)Nc2ccccn2)c2c(C)c(C)c(=O)oc2c1	5	-5	-10	-3	-9	2	5	-2	-2.8
50	CCn1c(=O)c(C(=O)NNC(=O)c2ccc(Cl)cc2Cl)c(O)c2ccccc21	-28	-3	14	19	34	-7	55*	0	37
51	COc1ccc(NC(=O)CSc2ccc3ccccc3c2)cc1S(=O)(=O)N1CCCCC1	17	3	-7	-5	19	6	12	0	6.4
52	Cn1ccnc1SCC(=O)c1ccc([N+](=O)[O-])cc1	0	0	-13	-58	11	-2	12	0	-2.3
53	CC(C)c1ccc(-c2csc3nc[nH]c(=O)c23)cc1	1	-1	11	-5	43	0	31	-3	5.9
54	O=C(Cc1cccs1)N(CC1CCCO1)C1(C(=O)NC2CCCC2)CCCCC1 (stereo not drawn)	20	-3	-11	13	33	-2	-8	-1	0.8
55	Cc1cc(N(C)/N=C/c2ccccc2O)nc(-c2ccccc2O)n1	7	-1	-14	12	-5	-6	-6	-1	3.1
56	CN(C)CCOCCOc1ccc(Cl)cc1C(C)(C)C	13	-1	-5	16	26	-1	9	-5	1.8

Next section:
entry	SMILES	tim10-1 inh	APJ ag	TIM10 inh	APJ antag	tim23-1 inh	GRIN3A LBD mod	NALP3 yeast inh	MIN6 prolif	MPTP inh
57	Cc1cc(C(F)F)n2nc(C(=O)O)nc2n1	1	-17	2	-15	-6	4	-12	3	0.7
58	COc1ccccc1C(=O)Nc1ccc2c(c1)CCCN2C(=O)c1ccccc1	30	2	24	9	44	-2	13	-1	-1.7
59	COc1ccc(S(=O)(=O)N2CCC(C(=O)NC(c3nc4ccccc4[nH]3)C(C)C)CC2)cc1 (stereo not drawn)	5	-4	6	12	13	3	-2	-5	-0.2
60	CCn1nc(C)cc1C(=O)Sc1cccc(Br)c1	-17	-6	-3	29	-25	0	-15	-6	1.1
61	NS(=O)(=O)c1ccc(CCNC(=O)C2(S(=O)(=O)c3ccc(Cl)cc3)CC2)cc1	-7	0	-4	9	1	-2	-1	1	-0.6
62	Cc1ccc2cc(CN(Cc3ccco3)C(=O)NCc3ccccc3)c(=O)[nH]c2c1C	13	4	5	-7	-12	-1	-5	-3	-0.8
63	Cc1nnc(SCCN2C(=O)c3ccccc3C2=O)[nH]c1=O	7	-4	8	-11	17	-4	14	0	1.0
64	CN(C)CCCNC(=O)c1cc(C(=O)c2c(Cl)cccc2Cl)c[nH]1	-3	-2	-2	9	-1	-3	9	-3	-0.7
65	COc1ccc(CCNC(=O)CN(C)S(=O)(=O)c2ccc(Br)s2)cc1OC	11	-2	12	14	11	-2	6	2	-1.5
66	O=C(c1cnn(Cc2ccccc2)c1)N1CCN(S(=O)(=O)/C=C/c2ccccc2)CC1	19	-2	12	-44	15	-2	14	-5	0.8
67	O=C(COC(=O)c1cccnc1Cl)NC1CCCCCC1	13	-4	4	-2	18	-10	10	-2	-1.1
68	CC(C)(C)C(=O)Nc1ccc(C(=O)NCc2cccnc2)cc1	11	0	-5	15	6	0	3	0	-1.4
69	O=C(Cc1ccc(Cl)cc1)NNC(=O)Nc1cccc2ccccc12	-14	2	-1	1	3	-7	8	2	1.0
70	CCN(CC)C1=N/C(=C\c2ccc(OC)cc2)C(=O)N1c1ccccc1	10	2	-4	0	22	12*	15	0	1.3
71	C=CCNc1cc(C)oc(=O)c1C(=O)CCC	11	-1	-11	10	5	0	-7	-1	-3.5
72	CN=C(Nc1cc(C)nn1-c1ccccc1)c1ccccc1	-3	0	12	1	17	-1	8	-1	-0.2
73	O=C(Nc1ccc(NC(=O)C2CC2)nc1)c1cccs1	3	-5	28	3	12	-6	0	-2	-0.8
74	Cn1c(SCc2ccc(F)cc2Cl)nc2ccccc2c1=O	16	-3	-25	0	27	0	22	-8	6.6
